# Lipid storage S3: qHTS Assay for Lipid Storage Modulators in Drosophila S3 Cells. lipid storage change, negative = inhibition, % at the top dose, mostly 46.1 µM; hits show Potency in µM. Drosophila S3 cells, BODIPY lipid droplet fluorescence, 18-24 h; cells fed with added oleic acid. 320,000 compounds, 0.64% hits; active means well fitted inhibition curve with a large enough effect in the signal ratio, with a control signal flat, not every such curve was filed as active; inconclusive means small, poorly fitted or top-dose-only effect, or effect the other way, or a change in a side signal; the % refers to the signal ratio
#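 Drosophila S3 cells got compounds at several concentrations plus oleic acid (400 uM solution). Laser-scanning cytometry with 488 nm excitation read lipid droplets at 500-530 nm and cells at 575-640 nm. Percent activity was relative to 20 uM Triacsin C.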
# Lipid storage S3 cell count max: recorded beside Lipid storage S3, whose call it bears; cell number change, %; measured here: cell count max response;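 cells counted by Cell Tracker Red CMTPX staining in the red channel; peak over a dose series mostly up to 46.1 µM; percent activity relative to internal control wells on each plate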
# Numbers without * were called inactive; i = inactive; ? = inconclusive; / = not tested or not shown. On the % scale 0 is the no-effect control and ±100 the full control effect; potency means the concentration at half of the fitted maximal effect.
# Sequence of screens: Lipid storage S3	Lipid storage S3 cell count max
> COc1ccc(/C=N\NC(=O)c2ccccc2OC)cc1COc1c(F)c(F)c(F)c(F)c1F
 : -26.9%	3.0
> O=C(CN1C2CCC1CC(NC(=O)Nc1ccccc1)C2)NCc1ccco1 (centres undefined)
 : ?	/
> Cn1c(=O)[nH]c(=O)c2c1nc1n2CC(COc2ccc3ccccc3c2)O1 (centres undefined)
 : ?	/
> Fc1ccc(-c2csc3[n+]2CCS3)cc1
 : 7.6%	1.9
> COc1ccc(-c2cc(C3CCN(c4ccc(C(C)=O)cc4[N+](=O)[O-])CC3)[nH]n2)cc1
 : ?	/
> Cc1ccc(S(=O)(=O)CCC(=O)OCc2ccc(S(=O)(=O)C(C)C)cc2)cc1
 : ?	/
> O=c1c(-c2ccco2)[n+]([O-])c2ccccc2n1OCc1c(F)cccc1F
 : 7.9%	-0.8
> O=C(NC1CCN(C(=S)Nc2ccc(F)cc2)CC1)c1ccco1
 : ?	/
> Cc1c[n+]([O-])cc(C)c1Oc1ccccc1
 : 6.3%	10.1
> O=C(Nc1nccs1)c1ccc(-c2ccc([N+](=O)[O-])cc2)o1
 : ?	/
> O=C(NCc1ccccc1)Nc1cccn(Cc2ccc(Cl)cc2)c1=O
 : ?	/
> C/C(=N\NC(=S)Nc1c(C)cccc1C)c1ccc(O)cc1
 : ?	/
> O=C(CCN1C(=O)[C@H]2CC=CC[C@H]2C1=O)NCc1nc(-c2ccccc2)no1
 : ?	/
> CCOC(=O)c1sc(NC(=O)CN2CCCC2)c(C(=O)OCC)c1C
 : ?	/
> N#Cc1ccc(OCC(=O)N2CCN(S(=O)(=O)c3cccc(Cl)c3)CC2)cc1
 : ?	/
> Cc1nnc(C)n1/N=C/c1ccc(C(=O)O)cc1
 : 3.6%	4.8
> COc1cc(C(=O)CSc2nnc(-c3ccc(O)cc3)n2CC2CCCO2)ccc1NC(C)=O (centres undefined)
 : 10.5%	10.7
> CC1C=CC(C)C(C(=O)O)C1C(=O)O (centres undefined)
 : 5.9%	2.0
> CC1Oc2ccccc2C=C1/C=N/NC(=O)[C@@H](C)NC(=O)OC(C)(C)C (some centres undefined)
 : 5.4%	8.4
> CC1CCCN(CCOc2cccc(Oc3ccccc3)c2)C1 (centres undefined)
 : 21.1%	7.3
> N=c1c2c(-c3ccccc3)c(-c3ccccc3)oc2ncn1CCN1CCOCC1
 : ?	/
> CC(C)CN1CCN(Cc2c[nH]c3ccccc23)CC1CCO (centres undefined)
 : ?	/
> COc1ccc(S(=O)(=O)N2CCC(=O)N2)cc1
 : -13.6%	-1.9
> COc1ccc(NC(=O)CSc2ncnc3sc(C)cc23)cc1
 : ?	/
> O=C(c1cc([N+](=O)[O-])ccc1N1CCCC1)N1CCCC1
 : ?	/
> CC(C)(C)NC(=O)COc1ccc(CNc2ccc3[nH]c(=O)[nH]c3c2)cc1
 : i	-6.3
> O=C(N/N=C/C(Cl)=C\c1ccccc1)c1cccs1
 : 1.4%	8.2
> COc1cccc(CC2(CO)CCCN(Cc3ccc4c(c3)OCCO4)C2)c1 (centres undefined)
 : 8.2%	2.0
> Cc1nn(C)c(Cl)c1CN1CCCC(C(=O)Nc2cccc(-n3cccn3)c2)C1 (centres undefined)
 : ?	/
> COc1ccccc1NC(=O)CC1S/C(=N/N=C(\C)C2CCCCC2)NC1=O (centres undefined)
 : ?	/
> COc1ccc(C(NC(=O)/C=C/c2ccco2)c2ccc(OC)cc2)cc1
 : -4.2%	-16.0
> CCn1c(-c2cccnc2Cl)nc2cc(Cl)c(Cl)cc21
 : ?	/
> Cc1ccccc1SCC(=O)Nc1ccc(N2CCOCC2)cc1
 : -3.5%	-11.3
> CCN(CC)CCCNC(=O)c1nn(-c2cccc(OC)c2)c(=O)c2ccccc12
 : ?	/
> Cc1ccc(OCC(=O)NN2C(=O)c3ccccc3C2=O)c(C)c1
 : i	/
> Cc1cc(NC(=O)c2ccco2)no1
 : ?	/
> CC(C)NC(=O)c1sc(=S)n2c1[nH]c(=O)c1ccc(C(=O)NCCc3ccc(Cl)cc3)cc12
 : ?	/
> COc1cccc(/C=N/Nc2ncnc3scc(-c4ccccc4)c23)c1OC
 : ?	/
> COc1ccc(CCNC(=O)c2cc(=O)n(C)c(=O)n2C)cc1OC
 : 2.9%	12.2
> Cc1cc(C(=O)N2CCCC(C(=O)c3cc(F)ccc3F)C2)c(C)o1 (centres undefined)
 : ?	/
> CC(C)(C)NC(=O)C(c1ccc(Cl)cc1)N(CCO)C(=O)c1snc(C(N)=O)c1N (centres undefined)
 : ?	/
> C=C(C)CNC(=S)N/N=C/c1ccc(NC(C)=O)cc1
 : ?	/
> COc1ccc(C(=O)COC(=O)CN2CC(=O)Oc3ccccc32)cc1Br
 : ?	/
> Cc1ccc(NC(=O)CN2C(=O)S/C(=C\c3cccn3-c3cccc(C(=O)O)c3)C2=O)cc1C
 : -2.8%	0.9
> O=c1ccc(-c2ccc(S(=O)(=O)NCC3CCN(Cc4cccc(F)c4)CC3)s2)n[nH]1
 : ?	/
> c1ccc(CSc2ccc(-c3ccccn3)nn2)nc1
 : -0.7%	-3.0
> CC1CC1C(=O)NCCc1ccc(Cl)cc1 (centres undefined)
 : 6.2%	-0.8
> COc1cc2c(cc1NC(=O)c1cc(-c3ccncc3)nc3ccccc13)oc1ccccc12
 : 5.6%	-10.3
> CC(=O)Nc1ccc(NC(=O)COC(=O)c2ccc(C)s2)cc1
 : ?	/
> Cc1ccc(C)c(S(=O)(=O)N2CCCCC2CCNC(=O)C(=O)NCc2ccccn2)c1 (centres undefined)
 : ?	/
> COc1ccc(C(=O)Nc2ccc(N3CCN(C(=O)c4cccs4)CC3)cc2)cc1Br
 : ?	/
> N#Cc1ccc(N2C(=O)[C@@H]3C(C(=O)C(c4ccccc4)c4ccccc4)=NN[C@@H]3C2=O)cc1
 : ?	/
> Cc1cc(C(=O)NCc2cccnc2)n(-c2ccccc2)n1
 : ?	/
> COc1ccccc1OC(=O)C1CC(=O)N(c2ccc(Cl)cc2)C1 (centres undefined)
 : i	/
> CCOC(=O)c1ccccc1NC(=O)c1ccc2nc[nH]c2c1
 : -6.5%	-6.4
> O=C(NCCc1cccs1)c1ccc(Cl)c(Cl)c1
 : -3.8%	0.7
> Cc1nc(SCC(=O)Nc2ccc(F)cc2)c(C#N)c(C)c1CC(=O)c1ccc(Br)cc1
 : ?	/
> CC(C)(C)N(Cc1ccccc1)C(=O)CN1C(=O)NC2(CCCCCC2)C1=O
 : ?	/
> CCn1c(C)nc2cc(C(=O)NNC(=O)CCC3CCCC3)ccc21
 : ?	/
> NC(=O)C1CCN(CC(=O)c2c[nH]c3ccc(F)cc23)CC1
 : i	/

# 3 structures from above, arranged by length of the SMILES, falling:
# Sequence of screens: Lipid storage S3	Lipid storage S3 cell count max
> CCOC(=O)c1ccccc1NC(=O)c1ccc2nc[nH]c2c1
 : -6.5%	-6.4
> C=C(C)CNC(=S)N/N=C/c1ccc(NC(C)=O)cc1
 : ?	/
> CC1CC1C(=O)NCCc1ccc(Cl)cc1 (centres undefined)
 : 6.2%	-0.8

# Remaining list, next part:
# Sequence of screens: Lipid storage S3	Lipid storage S3 cell count max
> CCOC(=O)C1CCCN(C(=O)CC(C)c2ccccc2)C1 (centres undefined)
 : 11.8%	-13.6
> Cc1ccc(-c2n[nH]c(=O)c3ccccc23)cc1S(=O)(=O)Nc1ccc(F)cc1
 : ?	/
> Cc1ccc(C(=O)Nc2ccccc2N2CCCC2)cc1S(=O)(=O)N1CCOCC1
 : -10.4%	-9.1
> O=C(C1CCC(=O)N1C1CCCCC1)N1CCN(c2ccc(F)cc2)CC1 (centres undefined)
 : ?	/
> N#CN(CC(N)=O)c1nc(N2CCCCC2)nc(N2CCCCC2)n1
 : ?	/
> O=C(Cc1cccs1)Nc1nc(-c2ccc(F)c(F)c2)cs1
 : ?	/
> Cc1ccc(S(=O)(=O)N2CCCC2)cc1[N+](=O)[O-]
 : ?	/
> COc1ccc(S(=O)(=O)NC(CC(=O)NCc2ccco2)C(C)C)cc1 (centres undefined)
 : ?	/
> CCOc1ccc(NC(=O)c2cccc(NC(C)=O)c2)cc1S(=O)(=O)N1CCCC1
 : ?	/
> O=C(NCCc1c[nH]c2ccccc12)/C(=C\c1cccnc1)NC(=O)c1ccccc1F
 : ?	/
> COc1ccccc1N(CC(=O)NCCSCc1ccc(Cl)cc1)S(C)(=O)=O
 : 7.0%	2.1
> COc1ccc(S(=O)(=O)NCc2ccc(C)cc2)cc1
 : i	/
> O=C(Cc1ccc(Cl)cc1)Nc1ccc(N2CCN(C(=O)c3ccco3)CC2)c(Cl)c1
 : ?	/
> COc1ccc(NC(=O)CCC(=O)c2ccc(-c3ccccc3)cc2)cc1
 : ?	/
> COC(=O)c1ccc(NC(=O)C(=O)c2cccn2C)cc1
 : -14.6%	-12.3
> Fc1ccc(-n2c(-c3cccs3)nc3nc4ccccc4nc32)cc1
 : 8.3%	1.6
> O=C(Cc1coc(-c2ccc(F)cc2)n1)Nc1ccccc1
 : ?	/
> CCOc1[nH]n(-c2ccccc2)c(=O)c1C=Nc1ccc(C)cc1
 : ?	/
> c1ccc(-c2nnc(SCc3nc4ccccc4[nH]3)n2Cc2ccco2)nc1
 : ?	/
> COc1ccc(C(=O)NCC(=O)N2CCC3(CC2)NCCc2[nH]cnc23)cc1
 : -2.0%	8.3
> CCOC(=O)c1sc(NC(=O)CSc2ccccn2)c(C#N)c1C
 : ?	/
> COc1ccc(CCN(Cc2cccs2)S(=O)(=O)c2ccc(S(=O)(=O)N3CCC(C)CC3)cc2)cc1OC
 : 1.1%	-5.2
> COc1cc(OC)c2c(c1)C(=O)OC2
 : ?	/
> CC(C)(C)C1CCc2c(sc(NC(=O)c3ccco3)c2C(N)=O)C1 (centres undefined)
 : -7.2%	-5.9
> COc1cccc(C(=O)N2CCC(C(=O)N3CCN(C)CC3)CC2)c1
 : i	-2.0
> CCCOc1ccc(C(=O)Nc2ccc(NC(=O)c3cccs3)cc2)cc1
 : ?	/
> O=C(NCCc1ccccc1)C(=O)NCC1OCCN1S(=O)(=O)c1ccc([N+](=O)[O-])cc1 (centres undefined)
 : -6.8%	-24.8
> Cc1ccc(S(=O)(=O)N2CCCC(C(=O)NNCC(=O)Nc3cc(F)ccc3F)C2)cc1 (centres undefined)
 : -19.2%	/
> CC(=O)NC(NC(C)=O)c1ccc(Br)cc1
 : ?	/
> Cc1ccc(NC(=O)CN(C)C(=O)CCC(=O)c2cccs2)cc1
 : 13.1%	2.0
> CCn1c(SCC(=O)Nc2cccc(OC)c2)nnc1-c1ccc(Cl)cc1
 : 17.3%	1.4
> CC(C)Cc1ccc(C(C)NC(=O)Cc2ccc(S(=O)(=O)N3CCOCC3)s2)cc1 (centres undefined)
 : ?	/
> COc1cc(C(=O)Nc2ccc(C(=O)O)cc2)ccc1OC(C)=O
 : ?	/
> CCOC(=O)C1CCN(C(=O)CNS(=O)(=O)c2cccs2)CC1
 : ?	/
> Cc1cc(C(=O)COc2cccnc2[N+](=O)[O-])c(C)n1Cc1ccco1
 : ?	/
> O=C(COc1ccc(S(=O)(=O)NCc2ccccc2)cc1)NCC1CCCO1 (centres undefined)
 : -28.3%	0.5
> COC(CNC(=O)C1CCCCC1C(=O)O)OC (centres undefined)
 : 0.2%	-1.9
> O=C(Nc1ccc(N2CCN(C(=O)c3ccccc3)CC2)cc1)c1cccnc1
 : ?	/
> CC12CN(C(=O)c3cccc([N+](=O)[O-])c3)C3(C#N)CC1CCC23C (centres undefined)
 : -7.9%	-19.5
> Cc1ccc(NCc2nnc3n2CCCCC3)cc1
 : 18.6%	10.8
> Clc1cccc(N2CCN(CCNc3nc4ccccc4n4cnnc34)CC2)c1
 : ?	/
> NC(=O)CCN1CCN(Cc2nc(C(c3ccccc3)c3ccccc3)no2)CC1
 : -4.4%	3.7
> COc1cccc(N2CCN(c3ccc4nnc(CCC(=O)Nc5ncccc5C)n4n3)CC2)c1
 : ?	/
> CN1CCN(C(=O)/C(=C\c2ccccc2)c2ccccc2)CC1
 : 18.4µM*	-17.9*
> NNc1nc(NCc2ccccc2)nc(N2CCOCC2)n1
 : 8.4%	14.1
> Clc1cc(Br)ccc1OCCCn1ccnc1
 : ?	/
> CCCNNC(=O)C(O)(c1ccccc1)c1ccccc1
 : -0.1%	0.2
> Cc1ccc(-c2nc3ccccc3s2)cc1NC(=S)NC(=O)c1ccccc1
 : 9.1%	-0.8
> CCOc1ccc(-n2c(-c3ccccc3)c[n+]3c2CCC3)cc1
 : -14.9%	4.3
> Cc1cc(C)cc(NC(=O)COC(=O)CN=C2NS(=O)(=O)c3ccccc32)c1
 : ?	/
> CCNC(=S)N(Cc1ccco1)Cc1cc2cc3c(cc2[nH]c1=O)OCCO3
 : ?	/
> CC1(C)CC(NC(=O)N2c3ccccc3Sc3ccccc32)CC(C)(C)N1
 : 7.1%	6.7
> CCCCOc1cccc(C(=O)Nc2ccc(NC(=O)c3cccs3)cc2)c1
 : ?	/
> CNC(=O)c1[nH]cnc1C(=O)Nc1cccc(C)c1
 : ?	/
> O=C(Nc1ccc(F)cc1)C(NC1CCCCC1)c1ccccc1 (centres undefined)
 : 4.5%	-6.6
> CC(C)(C)c1ccc(OCC(O)CN(CCO)CC(O)Cn2ccc3ccccc32)cc1 (centres undefined)
 : ?	/
> O=C(COc1ccccc1)Nn1c(-c2ccccc2)nc2ccccc2c1=O
 : 9.5%	19.5

# Compound profiles, as listed above:
# `Clc1cc(Br)ccc1OCCCn1ccnc1` as listed: Lipid storage S3 = ?; Lipid storage S3 cell count max = /
# `CC1(C)CC(NC(=O)N2c3ccccc3Sc3ccccc32)CC(C)(C)N1` as listed: Lipid storage S3 = 7.1%; Lipid storage S3 cell count max = 6.7
# `NC(=O)CCN1CCN(Cc2nc(C(c3ccccc3)c3ccccc3)no2)CC1` as listed: Lipid storage S3 = -4.4%; Lipid storage S3 cell count max = 3.7

# Some of the compounds tested; the hit share may differ from the screen's.
